Bioassay records as filed in PubChem BioAssay.
HIF-2a block: HIF-2a reporter inhibitors, primary screen, luminescence, 786-0 RCC cells. 786-0 RCC cells HIF-2a reporter, luciferase luminescence, overnight. inhibition, % at 18.8 µM. 0.72% of 360,000 active;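 active = inhibition of the luminescence signal of 40% or more relative to plate controls, in a single-dose primary screen at 18.75 µM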
MITF TRPM1 inh: inhibitors of MITF-dependent TRPM1 promoter reporter, primary screen, cell-based, SK-MEL-5, single point, luciferase | 0.83% of 330,000 active | AID 488899, 2010 | inhibition, % at 12.5 µM | SK-MEL-5 TRPM1 promoter luciferase, 24 h;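 active = mean inhibition across replicates of 60% or more, whatever share of single replicates reaches that level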; also: values of inactives mirror those of a sister screen read the other way
CaV13 FRET inh: Primary screen for inhibitors of IQ motif and Ca2+-dependent inactivation inhibitor domain binding in CACNA1D, Förster resonance energy transfer in living cells, …. 0.098% of 340,000 active. HEK cells, CFP/YFP FRET ICDI-IQ, plate reader, 10 min; percent FRET-ratio fall versus neutral wells. AID 743397. inhibition, % at 12.3 µM;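 active = mean replicate inhibition of at least 30% and at least 1% of replicates passing that level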;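 also: 0% = median of the neutral control wells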
Peg3 promoter: Peg3 promoter-driven luciferase inhibitors, primary screen, cell-based, HeLa, luciferase luminescence; AID 588405, 2011; inhibition, % at 20 µM; 1.7% of 360,000 active; HeLa PEG-Prom luciferase reporter, overnight;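 active = inhibition of at least 50% at 20 µM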
PDI inh: inhibitors of human PDI, primary screen, biochemical, turbidity, single point, plate reader; Protein disulfide-isomerase (Homo sapiens), P07237; PDI insulin aggregation turbidity, A650, 90 min; inhibition, % at 10 µM; 0.052% of 350,000 active;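 active = mean inhibition across replicates of 30% or more, whatever share of single replicates reach that level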;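 also: absorbance from insulin aggregation driven by PDI reduction with DTT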
Target sequence (P07237 whole entry, looked up): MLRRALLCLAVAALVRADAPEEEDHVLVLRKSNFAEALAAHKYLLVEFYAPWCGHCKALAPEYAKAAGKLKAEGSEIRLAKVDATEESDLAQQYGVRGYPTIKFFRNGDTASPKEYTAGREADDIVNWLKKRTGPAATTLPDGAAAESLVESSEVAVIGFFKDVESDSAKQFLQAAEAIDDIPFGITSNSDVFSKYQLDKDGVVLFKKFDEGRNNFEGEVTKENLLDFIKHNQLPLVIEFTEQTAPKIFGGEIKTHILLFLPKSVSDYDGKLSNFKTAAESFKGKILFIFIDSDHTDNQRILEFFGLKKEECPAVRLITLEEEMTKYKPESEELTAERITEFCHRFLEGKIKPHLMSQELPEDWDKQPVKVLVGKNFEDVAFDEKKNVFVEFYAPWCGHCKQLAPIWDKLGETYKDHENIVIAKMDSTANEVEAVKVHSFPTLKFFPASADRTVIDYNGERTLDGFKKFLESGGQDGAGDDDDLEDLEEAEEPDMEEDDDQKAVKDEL
Vif inh: HIV Vif self-association inhibitors, primary screen, imaging, HEK293T, single point; HEK293T cells, Vif self-association by quenched fluorescence, 24 h; inhibition, % at 7.49 µM; 0.35% of 340,000 active; AID 602346, 2012; in the data active = inhibition above about 50%, passing the limit was not always enough; also: some results filed as inactive read as strong as hits
KKLEB cytotox: cytotoxicity in KKLEB CF airway cells, primary screen, cytotoxicity control for CF NF-kB inhibitor project, cell-based, uHTS, fluorescence assay plates; KKLEB CF airway cells viability, ATPlite luminescence, overnight; active compounds read low; cells stimulated with P. aeruginosa culture filtrate; activity change (cytotoxicity), % at 5 µM; 0.36% of 360,000 active; AID 602141, 2011;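 active = corrected activity change at or below -50% at 5 µM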
Shn3 inh set2: reduction of Shn3 3'UTR firefly luciferase signal, primary screen, Schnurri-3 inhibitor project, cell-based, Clone20 osteoblasts, set 2; Clone20 osteoblast Shn3 3'UTR firefly luciferase, 24 h; inhibition, % at 12.5 µM; 0.52% of 360,000 active; AID 588674, 2011;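 active = mean inhibition of at least 75% with every replicate also reaching 75%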;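 also: 0% = median of neutral control wells and 100% = pilot-screen positive control compound; some compounds past the cut are filed as inactive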
NR2E3 ag-1: NR2E3 agonists in two-hybrid cells, primary screen, cell-based, luminescence, CHO-S, Gal4-NCOR/VP16-NR2E3 | luciferase | Photoreceptor-specific nuclear receptor (Homo sapiens), Q9Y5X4 | AID 602229, 2012 | inhibition of corepressor binding, % at 3.98 µM | 0.35% of 360,000 active;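 active = inhibition above the mean of all tested compounds plus 3 SD, cut at about 70% in these data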;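 also: 0% = DMSO with NR2E3 transfected cells and 100% = cells lacking NR2E3 construct; higher means lower luciferase signal from less NR2E3 corepressor binding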
Target sequence (Q9Y5X4 whole entry, looked up, the tested form may be a part): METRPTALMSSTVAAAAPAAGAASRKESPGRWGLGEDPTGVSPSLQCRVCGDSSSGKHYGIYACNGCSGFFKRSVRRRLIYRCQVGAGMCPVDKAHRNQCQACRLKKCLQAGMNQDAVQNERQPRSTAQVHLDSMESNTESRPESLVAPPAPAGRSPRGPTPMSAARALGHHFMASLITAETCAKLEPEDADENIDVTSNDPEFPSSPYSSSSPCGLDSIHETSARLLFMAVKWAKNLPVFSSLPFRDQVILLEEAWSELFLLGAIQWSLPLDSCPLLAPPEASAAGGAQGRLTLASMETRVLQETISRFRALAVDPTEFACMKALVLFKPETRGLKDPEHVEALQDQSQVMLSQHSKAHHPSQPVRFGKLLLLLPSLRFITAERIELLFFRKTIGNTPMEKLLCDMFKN
CF NFkB block: inhibitors of PAF-induced NF-kB signaling, primary screen, cell-based, GFP fluorescence, uHTS. KKLEB NF-kB-GFP reporter, GFP fluorescence overnight. inhibition, % at 5 µM. 0.86% of 360,000 active. AID 588850, 2011;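 active = at least 50% inhibition at 5 µM, scaled per plate between neutral and stimulator controls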;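 also: PAF is a Pseudomonas aeruginosa culture filtrate used as stimulus; plate controls were PAF-stimulated DMSO wells for no effect and unstimulated DMSO wells for full effect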
NR2E3 ag-2: inhibitors of NR2E3-RetCOR corepressor binding, primary screen, NR2E3 agonist project, biochemical, TR-FRET, GST-NR2E3, biotin-RetCOR; Photoreceptor-specific nuclear receptor (Homo sapiens), Q9Y5X4; 1536-well; inhibition of corepressor binding, % at 4.78 µM; 0.12% of 320,000 active; AID 2300, 2010;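 active = percent inhibition above the cutoff of mean plus 3 SD of all tested compounds, set per screening campaign, cut at about 20% in these data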;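 also: 0% = DMSO wells and 100% = biotin wells as full block of FRET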
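system = GST-tagged NR2E3 plus biotinylated RetCOR corepressor | input = 1.35 nM GST-NR2E3 | also added = 7 nM biotin-RetCOR | schedule = 5 h incubation at 4 °C | measured by = TR-FRET with europium anti-GST and streptavidin-D2, 340 nm excitation | read-out = percent loss of FRET ratio relative to control wells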
* marks the source's active call; other numbers are inactive results; x = not tested or not shown.

SMILES	HIF-2a block	MITF TRPM1 inh	CaV13 FRET inh	Peg3 promoter	PDI inh	Vif inh	KKLEB cytotox	Shn3 inh set2	NR2E3 ag-1	CF NFkB block	NR2E3 ag-2
COc1ccc(C2(NC(C)=O)CCN(C(=O)CCC(=O)O)CC2)cc1	11	8	x	9	-13	16	1	-12	-3	8	1
COc1ccc(N(C(C)=O)S(=O)(=O)c2cc(OC)ccc2OC)cc1	0	8	x	6	2	-18	-5	-1	8	-9	0
Cc1nn(Cc2cccc(C(=O)NC34CC5CC(CC(C5)C3)C4)c2)c(C)c1Br	19	-9	-30	11	-2	-3	-26	-32	-18	12	-2
Cc1nc(N2CCN(S(=O)(=O)c3ccccc3)CC2)c2c3c(sc2n1)CC(C)CC3 (configuration not stated)	-6	-5	-7	32	4	-25	5	5	-17	15	x
Cn1c(=O)c2c(nc(Sc3ncccn3)n2Cc2ccc(Cl)cc2)n(C)c1=O	11	x	-3	27	x	-6	-17	47	-10	35	3
COc1ccc(NC(=S)N2CCN(C(c3ccccc3)c3ccccc3)CC2)cc1OC	14	8	-2	33	5	-16	2	12	12	7	1
O=C(CO/N=C\c1ccccc1)Nc1ccccc1C(=O)N1CCOCC1	17	-3	-5	7	6	-3	13	-6	-22	-14	-4
Cc1cccc(NC2=NC(=S)N(c3cccc(C(=O)O)c3)C23CCCCC3)c1	18	7	-5	0	0	-4	3	-36	-9	-9	3
Cc1ccc(NC2=C(N3CCOCC3)C(=O)c3ccccc3C2=O)cc1	-170	6	x	-233	-1	-4	-8	-47	-6	-10	2
COc1cc(=O)n(C)c2c(OCC(O)C(C)(C)O)cccc12 (configuration not stated)	-16	-4	-4	-20	-9	-2	-18	-6	14	6	1
CCCS(=O)(=O)NC(=O)C1(C)CCN(C(=O)c2ccc(F)c(Cl)c2)C1 (configuration not stated)	-3	x	-6	-9	2	x	-17	14	15	14	x
O=S(=O)(Nc1ccc(F)cc1)N1CCCCCC1	15	1	-6	-3	-1	2	6	23	-19	-5	0
CC(=O)Nc1ccc(S(=O)(=O)NCCNc2ccccc2[N+](=O)[O-])cc1	-9	2	-5	-14	4	-5	1	19	3	-7	-1
COc1cc2cc(C)nc(Cc3cccc4ccccc34)c2cc1OC	7	9	-7	-17	1	0	-17	8	14	20	3
Cc1ccc(NC(=S)NCCN(C2CCCCC2)C2CCCC2)cc1C	12	-7	-10	38	1	-2	-6	8	26	6	1
CCOc1ccc2c(=O)c(Oc3ccccc3OCC)coc2c1	-202	-51	-5	-148	13	-5	0	-5	-12	-7	4
NS(=O)(=O)c1ccc(N/N=C/c2cn(-c3ccccc3)nc2-c2cccs2)cc1	-216	-57	-3	-102	19	-7	7	-1	-19	-15	1
COc1ccccc1NC(=O)CCN1C(=O)C2CC=C(Cl)CC2C1=O (configuration not stated)	12	5	-8	-2	7	-1	1	-16	-31	-2	1
O=C1CN(S(=O)(=O)c2cc(Cl)ccc2Cl)c2ccccc2N1	-3	-12	-6	5	-4	-4	2	-10	-28	-6	4
O=C(O)c1ccc(N=C2SCC(=O)N2Cc2ccccc2)cc1	7	-1	-11	21	4	-5	4	8	-1	0	-1
Cc1noc(C)c1COc1ccc(C(=O)NCc2cccs2)cc1	2	9	-5	-8	9	-2	10	21	-14	-3	x
CC1CCCC(NC(=O)COC(=O)CSc2ccc3ccccc3c2)C1C (configuration not stated)	21	5	-27	-1	7	-2	12	-1	-19	-3	5
Cc1ccc(C(=O)Nc2ccc3nc(C)sc3c2)o1	-237	x	-7	-265	-5	-14	-11	-150	-139	-21	x
O=C1C2CC=CCC2C(=O)N1CNc1ccccc1 (configuration not stated)	8	-9	-4	13	0	-1	-3	-16	7	0	-3
CN(Cc1nc(-c2cccs2)no1)CC1(N2CCOCC2)CCCCC1	-7	-8	-3	9	1	-2	6	x	-30	-2	-2
O=C(CCc1nc2ccccc2c(=O)[nH]1)OCc1ccc(-c2ccccc2)cc1	9	13	-1	-2	2	-6	-2	12	-19	-2	0
CCN(CC)CCN1C(=O)C(=O)/C(=C(/O)c2ccc(OC)cc2)C1c1ccco1 (configuration not stated)	-43	-8	x	-24	-3	x	6	1	-34	-2	1
CCOC(=O)c1c(C)n(-c2ccc(F)cc2)c2ccc(O)cc12	16	24	x	21	6	-18	-9	5	-43	12	0
O=C(O)CC1=C(O)C(=O)N(c2ccccc2)C1c1ccccc1 (configuration not stated)	-5	7	-6	-4	-2	8	-2	-2	2	-10	0
CCOc1ccc(OCC)c(NC(=O)CN(C)S(=O)(=O)c2cccc3nsnc23)c1	25	8	-6	21	-7	x	0	33	4	10	5
COC(=O)CC1=C(C)C(=O)CC2C(C)(C)CCCC12C (configuration not stated)	4	4	-8	4	-4	x	4	10	3	14	3
Cc1ccc(Nc2nc(CSc3nnc(-c4ccccc4)n3C)cs2)cc1	-153	-44	-6	-197	-2	10	-14	-118	-134	-24	3
Cn1c(=O)n(CCOc2ccc([N+](=O)[O-])cc2)c2ccccc21	-77	-24	-3	-40	12	-1	-11	1	-32	2	3
COc1ccccc1C(=O)NC(CCSC)C(=O)OCC(=O)c1ccc[nH]1 (configuration not stated)	2	-2	-5	-5	-4	-11	0	13	5	3	0
CC(=O)N1CCN(c2nc(-c3ccco3)c3c(c2C#N)CC(C)(C)SC3)CC1	4	-6	x	-3	6	9	16	11	-16	-13	5
COc1ccccc1N(C(=O)c1snc(C(N)=O)c1N)C(C(=O)NC1CCCC1)c1ccc2ncccc2c1 (configuration not stated)	25	6	-2	25	-12	-7	-7	42	-23	13	-3
Cc1sc2ncnc(N[C@@H](Cc3c[nH]c4ccccc34)C(=O)O)c2c1C	-4	8	-8	10	1	0	2	11	-24	3	-2
COC(=O)c1ccc(N=Nc2ccccc2)cc1	-344	-67	5	-330	5	6	-8	-29	-35	3	0
COc1ccccc1-c1nc(=S)c(C(C)=O)c(C)[nH]1	17	x	0	-3	1	1	-8	-63	-5	8	6
CCOC(=O)N1CCN(C(=O)Cc2ccccc2[N+](=O)[O-])CC1	19	17	-4	22	-5	2	7	-10	-12	2	-1
CC(O)C(=O)N/N=C/c1cccc2ccccc12 (configuration not stated)	-16	12	-8	-21	2	-2	1	1	-25	4	x
Cc1cc(-c2csc(NC(=O)c3ccc(=O)[nH]c3)n2)c(C)n1Cc1ccco1	6	9	-3	17	4	-4	-10	-11	-8	3	-5
Nc1nonc1-n1nnc(C(=O)N/N=C/c2ccccc2Cl)c1CN1CCOCC1	12	12	-7	9	-7	0	3	-6	-39	-21	-4
COc1cccc(C2C(C(=O)c3cc4ccccc4o3)=C(O)C(=O)N2c2cc(C)on2)c1OC (configuration not stated)	-2	-2	-7	-11	3	2	-1	11	0	6	24*
OCC1(Cc2ccccc2C(F)(F)F)CCN(Cc2ccccc2)CC1	21	6	-7	15	2	3	9	19	1	5	2
Cc1cc(-c2ccc(/C=N/n3cnnc3)o2)c(C)c([N+](=O)[O-])c1	-94	-35	-21	-35	-7	x	-1	-13	-34	-28	0
Cc1cccc(N2CCN(C(=O)c3ccc4nc(N5CCCCC5)sc4c3)CC2)c1C	-113	-37	-3	-60	1	-20	1	12	-64	-20	-4
S=c1[nH]nc(-c2cccc(Cl)c2)n1Cc1ccccc1	-7	15	-5	11	3	6	-2	6	0	2	1
CCOc1cc(N2CCOCC2)c(OCC)cc1NC(=O)c1c(C)noc1C	-12	-3	-6	-13	5	-1	10	-24	17	8	x
O=C(O)c1ccc(N=NN2CCCCC2)cc1	-154	-35	-4	-118	-12	8	9	-55	-103	-2	-1
Next compounds
SMILES	HIF-2a block	MITF TRPM1 inh	CaV13 FRET inh	Peg3 promoter	PDI inh	Vif inh	KKLEB cytotox	Shn3 inh set2	NR2E3 ag-1	CF NFkB block	NR2E3 ag-2
Cc1ccc(-c2cc(-c3ccccc3)[nH]c(=S)c2C#N)cc1	6	0	-4	13	-8	22	11	-7	3	-4	6
COc1ccc(CC(=O)OCC(=O)NCc2ccccc2Cl)cc1	10	-1	-4	11	4	-15	-4	-11	0	9	-1
COc1cc(C=O)cc(OC)c1OS(=O)(=O)c1ccc(NC(C)=O)cc1	25	8	-6	2	-5	-3	-2	6	-2	-14	1
CCOC(=O)CSc1nnc(-c2cccnc2)n1C	17	7	-5	1	-1	-4	10	-2	-6	-9	4
CC(C)CC(NS(=O)(=O)c1ccc2c(c1)oc(=O)n2C)C(=O)NCc1cccnc1 (configuration not stated)	11	x	-6	13	-1	-7	-4	-2	-2	-5	3
c1ccc(-c2nnc3oc(-c4cccs4)nn23)cc1	5	x	-7	43	-14	-5	9	-33	-9	6	x
Cc1ccc(/C=N/n2c(COc3ccccc3)n[nH]c2=S)o1	9	1	-5	19	30	-12	10	0	11	3	1
Nc1ccc(C(=O)OCC(=O)c2cccc([N+](=O)[O-])c2)cc1	-10	5	-5	-14	0	1	3	-1	-21	-20	2
COc1ccc(-n2c(-c3ccco3)nc3c(cnn3-c3ccccc3C)c2=O)cc1	10	16	-7	8	6	-3	20	15	-8	-17	0
CSc1nnc(-c2cc3c(-c4ccccc4)nn(C)c3s2)n1C	4	-13	1	7	-1	-7	-3	9	7	-9	2
Clc1cccc(OCc2nc(-c3ccncc3)n[nH]2)c1	-1	-9	-3	1	0	-1	2	-7	-14	1	5
CCCOc1ccc(S(=O)(=O)N2CCOCC2)cc1[N+](=O)[O-]	7	-2	-8	16	-6	-1	22	8	-9	-13	-2
O=C(NCC(O)c1ccccc1)c1ccc(Cl)c(S(=O)(=O)N2CCCCC2)c1 (configuration not stated)	-32	11	-3	-8	-3	x	-11	31	-22	-10	-1
